TcdB inh: TcdB glycohydrolase inhibitors, primary screen, biochemical, single point, plate reader; actives 0.24% (n = 350,000); inhibition, % at 9.99 µM; AID 652162, 2013; Toxin B (Clostridioides difficile), P18177; TcdB glycohydrolase enzymatic assay; in the data active means inhibition above about 10%
* hit, by the source's call. An excerpt. The share of hits here may be higher or lower than overall.

SMILES	TcdB inh
C[C@H]1CN([C@@H](C)CO)C(=O)c2cc(NC(=O)Cn3cnnn3)ccc2O[C@H]1CN(C)S(=O)(=O)c1ccccc1	0.2
CC(C)OC(=O)N(C)C[C@@H]1OCc2ccccc2-c2c(n(C)c3ccccc23)C(=O)N([C@H](C)CO)C[C@H]1C	0.5
C[C@H]1CN([C@@H](C)CO)C(=O)c2c(c3ccccc3n2C)-c2ccccc2CO[C@H]1CN(C)Cc1ccc(Oc2ccccc2)cc1	0.6
COc1cccc(-c2ccc3c(c2)O[C@@H](CN(C)C(=O)C2CCC2)[C@@H](C)CN([C@H](C)CO)S3(=O)=O)c1	0.1
CN(C)CC(=O)N[C@@H]1CC[C@@H](CC(=O)O)O[C@@H]1CO	-0.2
CO[C@H]1CC[C@H]2CCOc3ccc(C#N)cc3C(=O)N(C)C[C@H](OC)[C@@H](C)C(=O)N(C)C[C@H]1O2	-0.9
COCC(=O)N1CC(=O)N2[C@H](CO)[C@@H](c3ccc(C#CC4CCCC4)cc3)[C@@H]2C1	-0.3
O=C1NC(Cc2ccc(Cl)cc2)COCc2cnnn2CCC1c1ccccc1 (stereo unspecified)	-5.1
CN(C)CC(=O)N1CCCCN2[C@H](C1)[C@@H](c1ccc(/C=C/c3ccccc3)cc1)[C@@H]2CO	0.9
CNC[C@@H]1Oc2ccc(NS(=O)(=O)c3ccc(OC)cc3)cc2CC(=O)N([C@H](C)CO)C[C@H]1C	0.0
O=C(NCC1CC1)[C@@H]1[C@@H](CO)[C@@H]2Cn3c(cccc3=O)[C@H]1N2CCc1ccccc1	-0.3
COCC(=O)N1[C@H](CO)[C@H]2c3ccccc3N(C(=O)c3ccccc3F)C[C@H]21	0.2
CCCNC(=O)N(C)C[C@H]1Oc2cc(C#CC(C)(C)O)ccc2S(=O)(=O)N([C@@H](C)CO)C[C@@H]1C	-1.7
O=C(Nc1ccc(F)cc1)N1C[C@H]2[C@@H](c3ccccc31)[C@H](CO)N2Cc1ccccc1	0.7
C[C@@H]1CN([C@H](C)CO)C(=O)Cc2cc(NC(=O)c3ccncc3)ccc2O[C@@H]1CN(C)Cc1ccncc1	-0.6
C[C@@H]1CN([C@@H](C)CO)C(=O)Cc2cc(NC(=O)CCN3CCOCC3)ccc2O[C@H]1CN(C)Cc1ccc(C(F)(F)F)cc1	0.4
CCC(=O)N(C)C[C@@H]1Oc2ncc(C#Cc3ccncc3)cc2C(=O)N([C@@H](C)CO)C[C@H]1C	-0.4
COCC(=O)N1CCC2(CC1)CN(Cc1ccccc1Cl)[C@@H](CO)c1[nH]c3cc(OC)ccc3c12	-0.7
O=C(N[C@@H]1CC[C@H](CCNS(=O)(=O)c2ccc(F)cc2)O[C@@H]1CO)c1cccnc1	0.5
CC(C)C#Cc1cnc2c(c1)C(=O)N([C@@H](C)CO)C[C@H](C)[C@@H](CN(C)C(=O)Cc1ccccn1)O2	-0.6
CNC(=O)C1=C[C@H](c2csc3ccccc23)C[C@H](OCc2ccc(CO)cc2)O1	-1.9
CCc1cnc(N2[C@H](C#N)[C@@H](c3ccc(-c4cccc(F)c4)cc3)[C@H]2CO)s1	-0.2
C[C@@H]1CN([C@@H](C)CO)C(=O)c2cc(NC(=O)CCCN(C)C)ccc2O[C@@H](C)CCCCO[C@H]1CN(C)C(=O)CCCN(C)C	0.4
O=C(C1CC1)N1CC(=O)N2[C@@H](CO)[C@H](c3ccc(C#CC4CCCC4)cc3)[C@@H]2C1	0.2
CS(=O)(=O)Nc1ccc2c(c1)[C@@H]1C[C@H](CC(=O)NCC(F)(F)F)O[C@H](CO)[C@@H]1O2	0.5
CCCC#Cc1ccc([C@@H]2[C@H](CO)N3CCCCN(CC4CC4)C[C@@H]23)cc1	0.6
Cc1ccc(S(=O)(=O)N[C@H]2CC[C@@H](CC(=O)NCCN3CCCCC3)O[C@H]2CO)cc1	1.2
Cc1noc(C)c1S(=O)(=O)Nc1ccc2c(c1)C(=O)N([C@@H](C)CO)C[C@H](C)[C@H](CN(C)C(=O)NC(C)C)O2	0.2
C[C@H]1CN([C@@H](C)CO)C(=O)c2cccc(NC(=O)Nc3ccc(C(F)(F)F)cc3)c2O[C@H]1CN(C)C(=O)Nc1ccc(F)cc1	-1.1
CCCc1cn(CC[C@H]2CC[C@@H](NS(=O)(=O)c3ccc(-c4ccccc4)cc3)[C@H](CO)O2)nn1	-1.2
Cc1noc(C)c1NC(=O)N(C)C[C@H]1Oc2c(NC(=O)Nc3ccc4c(c3)OCO4)cccc2C(=O)N([C@@H](C)CO)C[C@@H]1C	-0.1
C/C=C/c1cnc2c(c1)C(=O)N([C@@H](C)CO)C[C@@H](C)[C@@H](CN(C)C(=O)Cc1cccnc1)O2	0.9
COc1ccc(NC(=O)N[C@@H]2C=C[C@H](CC(=O)NC3CCC3)O[C@@H]2CO)cc1	0.0
C[C@H]1CN([C@@H](C)CO)C(=O)c2cc(C#CCN(C)C)cnc2O[C@@H]1CN(C)Cc1ccccn1	0.5
C[C@@H]1CN([C@@H](C)CO)C(=O)c2cc(-c3ccc(F)cc3)cnc2O[C@@H]1CN(C)CC1CCCC1	-7.4
C[C@H](CO)N1C[C@H](C)[C@H](CN(C)C(=O)Nc2cccc3ccccc23)Oc2ccc(NS(=O)(=O)c3ccc(Cl)cc3)cc2C1=O	-0.5
OC[C@H]1[C@H](c2ccc(/C=C/c3ccccc3)cc2)[C@@H]2CN(Cc3cccnc3)CCCCN12	-1.3
C[C@H](CO)N1C[C@H](C)[C@H](CN(C)C(=O)NC2CCCC2)Oc2ncc(C#CCN(C)C)cc2C1=O	0.7
C[C@@H]1CN([C@@H](C)CO)C(=O)c2cc(-c3ccc(F)cc3)cnc2O[C@@H]1CN(C)C(=O)Nc1ccccc1F	0.5
C[C@@H]1CCCCO[C@@H](CN(C)Cc2ccncc2)[C@H](C)CN([C@@H](C)CO)C(=O)c2cc(NC(=O)CCC(F)(F)F)ccc2O1	1.0
Cc1ccccc1-c1cnc2c(c1)C(=O)N([C@H](C)CO)C[C@@H](C)[C@@H](CN(C)Cc1cncnc1)O2	0.6
CN(C)C(=O)C[C@H]1C=C[C@H](NC(=O)Nc2cccc(F)c2)[C@H](CO)O1	-0.1
O=C(N[C@H]1CC[C@H](CCNS(=O)(=O)c2cccc(Cl)c2)O[C@@H]1CO)c1ccncc1	0.2
O=C(Cc1ccccn1)NCC[C@H]1CC[C@H](NC(=O)c2ccccc2F)[C@@H](CO)O1	0.2
O=C(Cc1ccncc1)N1CCCCN2[C@@H](CO)[C@@H](c3ccc(-c4ccncc4)cc3)[C@@H]2C1	1.0
C[C@@H]1CN([C@@H](C)CO)C(=O)c2cc(NC(=O)CCCCCC(=O)Nc3ccccc3N)ccc2O[C@H]1CN(C)S(=O)(=O)c1cccs1	0.7
CN1CCN(C(=O)C[C@@H]2C=C[C@H](NC(=O)c3ccc4c(c3)OCO4)[C@H](CO)O2)CC1	-1.4
CCC(=O)N1CC(=O)N2[C@@H](CO)[C@@H](c3ccc(C#Cc4cccc(F)c4)cc3)[C@@H]2C1	1.3
Cc1noc(C)c1NC(=O)N(C)C[C@@H]1Oc2c(NC(=O)Nc3ccc(C(F)(F)F)cc3)cccc2C(=O)N([C@H](C)CO)C[C@@H]1C	3.2
COCC(=O)N1CC(=O)N2[C@H](CO)[C@@H](c3ccc(-c4cccnc4)cc3)[C@@H]2C1	1.1
(listing goes on)
SMILES	TcdB inh
Cc1ccccc1S(=O)(=O)N1CC(=O)N2[C@H](CO)[C@H](c3ccc(C#CCC4CCCC4)cc3)[C@@H]2C1	0.5
Cc1ccc(S(=O)(=O)N(C)C[C@@H]2OCc3ccccc3-c3c(n(C)c4ccccc34)C(=O)N([C@@H](C)CO)C[C@H]2C)cc1	0.0
N#Cc1cccc(-c2ccc([C@@H]3[C@H](CO)N4CCCCN(C(=O)Nc5ccccc5)C[C@@H]34)cc2)c1	0.6
COC(=O)C[C@H]1C[C@@H]2c3cc(NC(=O)CC4CC4)ccc3O[C@@H]2[C@H](CO)O1	0.9
C[C@H]1CN([C@@H](C)CO)C(=O)c2cccc(NS(=O)(=O)c3cn(C)cn3)c2O[C@H]1CN(C)Cc1ccncc1	-0.6
C[C@H](CO)N1C[C@H](C)[C@H](CN(C)Cc2ccc(Oc3ccccc3)cc2)Oc2ccc(NC(=O)NC3CCCCC3)cc2C1=O	-15.7
COc1ccc2c3c([nH]c2c1)[C@@H](CO)N(C(=O)C1CCC1)CC31CN(C)C1	2.1
O=C(C[C@@H]1C=C[C@@H](NS(=O)(=O)c2ccccc2)[C@H](CO)O1)N1CCc2ccccc2C1	-0.5
C[C@@H]1CN([C@@H](C)CO)C(=O)c2cc(C3=CCCC3)cnc2O[C@H]1CN(C)C(=O)c1ccc2c(c1)OCO2	0.4
C[C@H]1CN([C@@H](C)CO)S(=O)(=O)c2ccc(C3=CCCC3)cc2O[C@H]1CN(C)Cc1ccccc1F	-1.6

Copied from the results shown for reference:
SMILES	TcdB inh
CCC(=O)N1CC(=O)N2[C@@H](CO)[C@@H](c3ccc(C#Cc4cccc(F)c4)cc3)[C@@H]2C1	1.3
Cc1noc(C)c1NC(=O)N(C)C[C@@H]1Oc2c(NC(=O)Nc3ccc(C(F)(F)F)cc3)cccc2C(=O)N([C@H](C)CO)C[C@@H]1C	3.2
COCC(=O)N1CC(=O)N2[C@H](CO)[C@@H](c3ccc(-c4cccnc4)cc3)[C@@H]2C1	1.1
Cc1ccccc1S(=O)(=O)N1CC(=O)N2[C@H](CO)[C@H](c3ccc(C#CCC4CCCC4)cc3)[C@@H]2C1	0.5
Cc1ccc(S(=O)(=O)N(C)C[C@@H]2OCc3ccccc3-c3c(n(C)c4ccccc34)C(=O)N([C@@H](C)CO)C[C@H]2C)cc1	0.0
N#Cc1cccc(-c2ccc([C@@H]3[C@H](CO)N4CCCCN(C(=O)Nc5ccccc5)C[C@@H]34)cc2)c1	0.6
COC(=O)C[C@H]1C[C@@H]2c3cc(NC(=O)CC4CC4)ccc3O[C@@H]2[C@H](CO)O1	0.9
C[C@H]1CN([C@@H](C)CO)C(=O)c2cccc(NS(=O)(=O)c3cn(C)cn3)c2O[C@H]1CN(C)Cc1ccncc1	-0.6
C[C@H](CO)N1C[C@H](C)[C@H](CN(C)Cc2ccc(Oc3ccccc3)cc2)Oc2ccc(NC(=O)NC3CCCCC3)cc2C1=O	-15.7
COc1ccc2c3c([nH]c2c1)[C@@H](CO)N(C(=O)C1CCC1)CC31CN(C)C1	2.1
O=C(C[C@@H]1C=C[C@@H](NS(=O)(=O)c2ccccc2)[C@H](CO)O1)N1CCc2ccccc2C1	-0.5

Other records.
SMILES	TcdB inh
COc1ccc2c3c(n(C)c2c1)[C@H](CO)NCC31CN(C(=O)Nc2ccc3c(c2)OCO3)C1	0.0
COCC#Cc1cnc2c(c1)C(=O)N([C@@H](C)CO)C[C@@H](C)[C@@H](CN(C)C(=O)Nc1ccccc1F)O2	-0.4
O=C(C[C@@H]1C=C[C@@H](NC(=O)c2ccc3c(c2)OCO3)[C@H](CO)O1)NC1Cc2ccccc2C1	0.2
COc1cccc(-c2ccccc2[C@H]2[C@@H](C#N)N(C(=O)Cc3ccccc3)[C@@H]2CO)c1	0.9
COc1ccc(S(=O)(=O)N(C)C[C@@H]2Oc3c(NC(=O)c4ccncc4)cccc3C(=O)N([C@H](C)CO)C[C@H]2C)cc1	0.5
C[C@@H]1CN([C@@H](C)CO)C(=O)c2cc(NC(=O)Nc3ccc4c(c3)OCO4)ccc2O[C@@H]1CN(C)Cc1ccccc1	0.1
COc1cccc(CN(C)C[C@H]2OCc3cnnn3CCCC(=O)N([C@@H](C)CO)C[C@H]2C)c1	0.6
COc1cccc(CN(C)C[C@@H]2OCc3cnnn3CCCC(=O)N([C@@H](C)CO)C[C@@H]2C)c1	0.2
O=C(NCCc1ccncc1)[C@H]1N[C@H]2c3ccc(/C=C/c4ccccc4)c(=O)n3C[C@H]2[C@@H]1CO	0.8
CO[C@@H]1CN(C)C(=O)c2ccc(NC(=O)c3nc4ccccc4s3)cc2OC[C@H](C)N(Cc2cncnc2)C[C@H]1C	1.1

Next section; it opens with the 2 that closed the last part.
SMILES	TcdB inh
O=C(NCCc1ccncc1)[C@H]1N[C@H]2c3ccc(/C=C/c4ccccc4)c(=O)n3C[C@H]2[C@@H]1CO	0.8
CO[C@@H]1CN(C)C(=O)c2ccc(NC(=O)c3nc4ccccc4s3)cc2OC[C@H](C)N(Cc2cncnc2)C[C@H]1C	1.1
CCCC#Cc1ccc2c(c1)O[C@H](CN(C)C(=O)NCCC)[C@@H](C)CN([C@H](C)CO)S2(=O)=O	-0.5
COC(=O)C[C@@H]1CC[C@@H]2[C@@H](COc3ccc(NC(=O)c4cscn4)cc3C(=O)N2C)O1	0.2
CC(C)NC(=O)N1CC(=O)N2[C@H](C1)[C@@H](c1ccc(C#CCN(C)C)cc1)[C@@H]2CO	0.1
C[C@H]1CN([C@@H](C)CO)C(=O)c2cccc(NC(=O)Nc3ccc4c(c3)OCO4)c2O[C@H]1CN(C)Cc1ccccc1	-0.6
O=C(C[C@H]1C=C[C@@H](NC(=O)Nc2ccc3c(c2)OCO3)[C@@H](CO)O1)NCCCN1CCOCC1	0.2
CC(C)CC#Cc1ccc2c(c1)O[C@H](CN(C)C(=O)c1cccc(F)c1)[C@H](C)CN([C@H](C)CO)S2(=O)=O	1.5
COc1ccccc1CNC(=O)C[C@H]1CC[C@@H]2[C@H](COC[C@H](O)CN2C(=O)Nc2ccc(C(F)(F)F)cc2)O1	1.0
CCNC(=O)C[C@H]1CC[C@H]2[C@H](COc3ccc(NC(=O)C4CCCCC4)cc3C(=O)N2C)O1	-1.1
COc1ccc(S(=O)(=O)N(C)C[C@@H]2OCCCC[C@H](C)Oc3ccc(NC(=O)Nc4c(C)noc4C)cc3C(=O)N([C@@H](C)CO)C[C@@H]2C)cc1	-0.5
CO[C@H]1CN(C)C(=O)c2ccc(NC(=O)C3CCC3)cc2OC[C@H](C)N(Cc2ccncc2)C[C@@H]1C	1.2
COc1ccc(NC(=O)Nc2ccc3c(c2)C(=O)N([C@@H](C)CO)C[C@H](C)[C@H](CN(C)Cc2ccc4c(c2)OCO4)OCCCC[C@H](C)O3)cc1	0.1
CN1C(=O)c2cc(NS(C)(=O)=O)ccc2OC[C@H]2O[C@H](CC(=O)NCc3ccc(-c4ccccc4)cc3)CC[C@H]21	1.1
Cc1ccc(S(=O)(=O)Nc2ccc3c(c2)C(=O)N([C@H](C)CO)C[C@H](C)[C@H](CN(C)S(=O)(=O)c2c(C)noc2C)OCCCC[C@@H](C)O3)cc1	0.4
